Screens (PubChem)
GRP78 ERSR act: inducers of ER stress response in human glioma cells | AID 602332 | 420,000 tested, 0.02% active | Potency, µM, without a hit: at the top dose activation, most hits filed as activators | U87-MG GRP78 promoter luciferase reporter, 16 h; note: potency is the fitted concentration of half-maximal effect; series mostly up to about 76 µM; % of control where 0% means no effect; nearly all actives have a fitted effect of over 35% in size
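Stably transfected U87-MG glioma cells carrying a GRP78-based luciferase sensor; 16 h compound incubation. Luminescence end-point read 10 min after Bright-Glo addition at room temperature.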
mIDH1 inhibitor: inhibitors of human mutant IDH1 R132H; O75874; IDH1-R132H enzyme, NADPH consumption, diaphorase/resazurin fluorescence; Potency, µM (series often up to 76.6 µM), for the others: at the highest dose activity change, negative = inhibition, usual class: inhibitors; 390,000 tested, 0.093% active; note: potency is the fitted concentration of half-maximal effect; % is set by controls: 0 for no effect and ±100 for the full control effect; nearly all actives have a fitted effect of over 65% in size
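IDH1-R132H (0.5 ug/mL dispensed) in pH 7.5 Tris buffer was preincubated 30 min with compound, then given a substrate mix of 0.016 mM NADPH and 2 mM alpha-KG for 80 min at room temperature; remaining NADPH was read by diaphorase/resazurin fluorescence.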
PI4K2A block: PI4K2A (human) kinase inhibition | Q9BTU6 | purified PI4K2A, ADP-Glo luminescence, 1 h; hits give low values | activity change, negative = inhibition, % at 76.9 µM | 420,000 tested, 0.13% active | AID 1346378; in the data active = activity change below about -50%; inconclusive = mostly about -30% to -49%;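 note: -100% = wells without enzyme as full effect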
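Compounds are screened against recombinant PI4K2A using PI as substrate and ATP, the latter dispensed at 300 microM. Reactions run one hour at ambient temperature before ADP-Glo detection; full inhibition defined by wells lacking enzyme.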
Vif-APOBEC3F blk: Vif-A3F binding inhibition; HeLa A3F-eYFP + Vif (tagged APOBEC3F with the HIV-1 protein that degrades it), YFP fluorescence increase; Potency, µM (top dose mostly 46.1 µM), without a hit: top-dose activity, negative = active; 390,000 tested, 0.2% active; note: potency is the fitted concentration of half-maximal effect; % of control where 0% means no effect; nearly all actives have a fitted effect of over 65% in size
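HeLa cells stably expressing Vif plus C-terminally eYFP-tagged A3F were seeded, incubated overnight at 37 deg C, dosed with compound, incubated overnight again at 37 deg C. Yellow fluorescence (Ex 488/Em 500-530) reported blocked Vif-mediated A3F-eYFP degradation.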
Vif-APOBEC3G blk: inhibitors of Vif-APOBEC3G interaction. Q9HC16. HeLa A3G-eYFP + Vif (tagged APOBEC3G with the HIV-1 protein that degrades it), YFP fluorescence, overnight. Potency, µM (titrated, usually from 46.1 µM), inactives show top-dose activity, negative = active, actives largely listed as inhibitors. 410,000 tested, 0.076% active. AID 602310;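 note: potency is the fitted concentration of half-maximal effect; % is set by controls: 0 for no effect and ±100 for the full control effect; nearly all actives have a fitted effect of over 60% in size; hits raise eYFP signal because A3G escapes Vif-driven loss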
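HeLa cells stably expressing Vif and C-terminally eYFP-tagged A3G, seeded overnight at 37 deg C, then exposed to compound by pintool overnight at 37 deg C. Rise in yellow fluorescence (Ex 488/Em 500-530, Acumen) marks blocked Vif-driven A3G degradation.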
RXFP1 ag: activates the human relaxin receptor RXFP1; Potency, µM (doses to about 57.5 µM), for inactives: at the highest dose activation, usual class: activators; HEK293T-RXFP1 cAMP TR-FRET, 30 min; response scale: percent of porcine relaxin response, buffer zero; AID 2676; Q9HBX9; 370,000 tested, 0.3% active; note: potency is the fitted concentration of half-maximal effect; % is set by controls: 0 for no effect and ±100 for the full control effect; nearly all actives have a fitted effect of over 60% in size; many of its hits are not listed in these tables
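cAMP rise read by TR-FRET after 30 min, 37C compound exposure (up to 58 uM) in RXFP1-transfected HEK293 cells with Ro 20174 present. EC50 from Hill-equation fits, with 29 nM porcine relaxin as 100% and buffer as basal.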
USP1 inh: USP1/UAF1 (human) deubiquitinase inhibition | AID 743255 | Potency, µM (top dose mostly 57.1 µM), for the others: at the highest dose activity change, negative = inhibition, usual class: inhibitors | recombinant USP1/UAF1, Ub-Rhodamine cleavage fluorescence | 390,000 tested, 0.23% active; note: potency is the fitted concentration of half-maximal effect; % is set by controls: 0 for no effect and ±100 for the full control effect; nearly all actives have a fitted effect of over 60% in size; inactives centre near -12
Target sequence (O94782 whole entry, looked up): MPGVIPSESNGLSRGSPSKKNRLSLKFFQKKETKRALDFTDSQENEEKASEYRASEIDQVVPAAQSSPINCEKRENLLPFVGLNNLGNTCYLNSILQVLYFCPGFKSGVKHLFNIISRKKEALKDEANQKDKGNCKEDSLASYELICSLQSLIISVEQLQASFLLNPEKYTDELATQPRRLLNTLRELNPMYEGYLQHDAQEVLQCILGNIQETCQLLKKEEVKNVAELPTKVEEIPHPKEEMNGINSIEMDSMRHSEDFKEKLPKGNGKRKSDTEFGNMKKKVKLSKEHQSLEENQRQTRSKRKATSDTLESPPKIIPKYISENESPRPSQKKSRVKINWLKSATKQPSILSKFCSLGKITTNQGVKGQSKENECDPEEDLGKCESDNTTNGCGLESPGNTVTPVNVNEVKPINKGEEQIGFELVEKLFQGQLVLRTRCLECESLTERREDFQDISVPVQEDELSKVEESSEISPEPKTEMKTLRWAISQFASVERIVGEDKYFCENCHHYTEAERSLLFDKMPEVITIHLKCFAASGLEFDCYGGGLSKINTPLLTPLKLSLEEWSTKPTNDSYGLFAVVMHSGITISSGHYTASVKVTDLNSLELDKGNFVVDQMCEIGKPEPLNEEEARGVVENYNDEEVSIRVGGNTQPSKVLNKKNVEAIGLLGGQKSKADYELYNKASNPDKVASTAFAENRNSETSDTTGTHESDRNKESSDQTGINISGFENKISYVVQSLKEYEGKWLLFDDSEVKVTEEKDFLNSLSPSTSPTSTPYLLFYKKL
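Step one: compound is pinned into 1nM USP1/UAF1 in HEPES pH 7.8 buffer with TCEP. Step two: 15 min room-temperature incubation. Step three: Ub-Rho (150nM final) starts cleavage, tracked by fluorescence over six one-minute reads.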
LDHA inh: LDHA (human) enzyme inhibition; P00338; purified LDHA, NADH/diaphorase-resazurin fluorescence; hits give low values; activity change, % (values are at about 110 or 230 µM); 480,000 tested, 0.15% active; in the data active = activity change below about -30%; inconclusive = mostly about -25% to -30%;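 note: plate controls were DMSO wells for no effect and wells without enzyme for full effect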
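Human LDH5 (2 nM) was incubated with 0.06 mM NADH and 0.2 mM pyruvate for 5 min at room temperature in Tris pH 7.4. Remaining NADH was coupled through diaphorase/resazurin, and resorufin fluorescence was read at 0 and 20 min.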
TrxR1 substrate: rat thioredoxin reductase 1 substrate activity; purified TrxR1 substrate turnover, NADPH consumption readout; Potency, µM (titrated, usually from 114 µM), for inactives: top-dose activity change, negative = substrate turnover; 390,000 tested, 0.01% active; AID 588456; note: potency is the fitted concentration of half-maximal effect; % is set by controls: 0 for no effect and ±100 for the full control effect; nearly all actives have a fitted effect of over 50% in size
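Rat TrxR1, dispensed at 90 nM, was prereduced with 400 uM NADPH (final) for 5 min at ~22 deg C, then incubated with compound 15 min before 400 uM selenite. A first-read NADPH fluorescence drop versus no-compound background flagged substrates.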
* = called active by the depositor; ? = inconclusive; / = no result given; & = joins results of further samples; [ ] = remark or other dose. Unless noted, calls come from the whole dose curve; as a rule, active = well fitted curve in the direction sought with a large enough effect; inconclusive = small, poorly fitted or top-dose-only effect, or another doubt; inactive = no such curve, though single readings can be large; an effect the other way counts as inactive or inconclusive. These rows are one share of the data. The share of hits here may be higher or lower than overall.

SMILES	GRP78 ERSR act	mIDH1 inhibitor	PI4K2A block	Vif-APOBEC3F blk	Vif-APOBEC3G blk	RXFP1 ag	USP1 inh	LDHA inh	TrxR1 substrate
CC(NS(=O)(=O)c1cccc(Cl)c1F)[C@H](O)c1ccccc1 (stereo partly drawn)	0%	6%	-4	-7%	1%	/	-19%	2	/
CC(C)C(=O)NC(=S)Nc1ccccc1N1CCN(C(=O)c2ccc(Cl)cc2)CC1	0%	0%	6	14%	-10%	0.3%	-19%	1	-10%
CN(C)c1ccc([C@@H]2[C@@H]([N+](=O)[O-])[C@H]3C=Cc4ccccc4N3[C@H]2C(=O)c2ccc(Cl)cc2)cc1	-4%	1%	1	?	?	0.4%	-6%	1	-8%
Cc1cc(C)n2nc(SCC(=O)N/N=C/c3cccc(Br)c3)nc2n1	-3%	9%	-5	-9%	-6%	6.3%	?	1	-5%
COc1cccc(-c2ncc3ccccc3c2COC(=O)c2ccc(Br)cc2)c1	-6%	8%	-2	7%	-1%	3.7%	?	1	-1%
COC(=O)c1c(NC(=O)COC(=O)CCNS(=O)(=O)c2ccccc2)sc(C)c1C	-2%	7%	1	2%	-2%	-0.8%	-12%	0	4%
CCc1ccc(Nc2nc3ccccc3nc2NS(=O)(=O)c2ccccc2)cc1	-5%	-5%	5	0%	-5%	5.2%	?	3&3	-9%
O=C(NCCCl)Nc1cccnc1Cl	-1%	7%	0	-1%	1%	7.5%	-20%	-7	4%[57.1 µM]
Cc1ccc(NS(=O)(=O)c2ccc(C(=O)OCC(=O)NCC3CCCO3)cc2)cc1 (stereo not drawn)	-5%	0%	0	3%	-1%	1.1%	-11%	-3	-2%
O=C(O)C1CC=CCC1C(=O)Nc1cccc([N+](=O)[O-])c1 (stereo not drawn)	3%	-3%	2	-5%	2%	4.1%	-9%	-8	-4%
COc1ccc(NC(=O)CN(C)C(=O)c2ccc(S(=O)(=O)N3CCOCC3)cc2)cc1	-5%	7%	0	1%	2%	/	-14%	1	/
Cc1cccc(-c2nc3c(c(SCC(=O)N(C)C)n2)CCCC3)c1	-11%	-9%	2	-1%	-6%	-0.6%	-1%	-2	0%
N/C(=N\O)C1COc2ccccc2O1 (stereo not drawn)	-2%	2%	-1	-1%	-2%	-4.9%	-8%	-4	-11%
Cc1ccccc1NC(=O)N1C2CCCC1CC(NC(=O)C(C)(C)C)C2 (stereo not drawn)	-4%	5%	3	-7%	0%	-0.2%	-13%	0	4%
CCC(C)(C(=O)NC1CCCCC1)N(C(=O)C1CCC(=O)N1)c1ccc(C)cc1 (stereo not drawn)	-3%	-1%	3	-2%	5%	1.2%	-20%	-5	-1%
CCCOC(=O)C1=C(C)NC(=O)NC1c1cc2c(cc1Br)OCO2 (stereo not drawn)	-5%	10%	-3	6%	-7%	0.3%	-19%	0	-7%[57.1 µM]
Cc1[nH]c(=S)[nH]c(=O)c1Cc1ccc(OCC(C)C)cc1	-2%	-7%	6	1%	0%	22%	-6%	-2	-4%
CCN(CC(=O)Nc1c(F)cccc1F)C(=O)CCCN1C(=O)c2ccccc2C1=O	-6%	-2%	0	0%	3%	/	5%	-1	/
COCCOc1cc(NC(=O)c2sccc2Oc2ccc([N+](=O)[O-])cc2F)c(Cl)cc1Cl	-6%	0%	-1	-6%	1%	2.5%	-8%	-3	4%[57.1 µM]
COc1ccc(CN2C(=O)C(CC(=O)NCCN3CCOCC3)CC(C(=O)N(C)C)=C2C)cc1 (stereo not drawn)	-3%	0%	-2	-13%	0%	/	-14%	-1	/
Cc1cc2c(n1-c1ccc(C(=O)NCCc3ccc(Cl)cc3)cc1)CCCC2	-2%	13%	-1	3%	2%	4.4%	-6%	6	6%
O=C(NCC(=O)N1CCCCCC1)c1ccc(Cl)cc1	-2%	-6%	-1	-12%	-2%	-1.6%	-4%	-3	-3%[57.1 µM]
C[C@H](O)[C@@H](C(=O)N1CCN(C(=O)OC(C)(C)C)CC1)n1cc(CCCCNC(=O)OC(C)(C)C)nn1	0%	25%	-3	3%	1%	0.2%	-4%	-3	11%[57.1 µM]
Cc1cc(NC(=O)c2cc(-c3cccc(Cl)c3)on2)n(-c2ccccc2)n1	-4%	2%	-5	-9%	-9%	3.7%	-11%	-12	-3%
C=CCNC(=O)c1ccc2c(c1)S(=O)(=O)c1ccccc1C2=O	-2%	6%	-1	4%	-1%	/	-22%	0	1%
CN1c2ccccc2C(C)(C)C12C=Nc1c(ccc3ccccc13)O2 (stereo not drawn)	0%	21%	?	-4%	-18%	0.0%	?	48	-2%
COc1ccc(-c2nc(C#N)c(N3CCN(c4ccccc4)CC3)o2)cc1	-3%	0%	-3	1%	-3%	0.1%	-21%	-18	37%[activator]
COc1ccc(NC(=O)CSc2nc(O)cc(=O)n2-c2ccccc2)cc1	0%	2%	5	2%	0%	-2.8%	-6%	-8	-10%
Cc1cccc(S(=O)(=O)c2c(C)cc(C)nc2Cl)c1	-1%	8%	3	-11%	1%	-0.8%	-8%	-1	-9%[57.1 µM]
O=C1C=C(c2ccccc2)CC(c2ccc(F)cc2)C1 (stereo not drawn)	1%	0%	-2	0%	-7%	/	-24%	3	5%[57.1 µM]
COc1ccc(Cl)cc1C(=O)OCC(=O)N(CC(C)C)c1c(N)n(Cc2ccccc2)c(=O)[nH]c1=O	-4%	1%	1	-5%	-9%	-0.8%	3%	-7	-6%
Cc1ccccc1NC(=O)CSc1nn2c(=O)c(C)nnc2s1	-2%	-9%	-4	1%	-6%	-1.3%	-1%	0	-10%
Cc1cccc(N2C(=O)/C(=C\c3ccc(C(=O)O)cc3)c3ccccc3C2=O)c1	-2%	6%	-9	3%	-2%	-0.3%	?	-2	-2%
Cc1ccc2[nH]c(=O)c(CN(Cc3cccnc3)Cc3nnnn3CCN3CCOCC3)cc2c1	-2%	5%	-17	-4%	1%	1.7%	-30%	-4	10%
O=C(CCN1C(=O)C2C3CCC(C3)C2C1=O)OCC(=O)c1ccc(Br)cc1 (stereo not drawn)	-2%	9%	5	-7%	2%	-2.0%	-17%	-2	2%
COc1cccc(CNC(=O)CSc2n[nH]c(-c3ccccc3Cl)n2)c1OC	-5%	-11%	4	0%	1%	0.2%	?	-1	6%[57.1 µM]
CN1CC(=O)N2Cc3[nH]c4ccccc4c3C[C@H]2C1=O	-2%	9%	6	6%	2%	2.2%	-17%	-2	-18%[57.1 µM]
CCCc1cc(=O)oc2c(C)c(O)c(CN3CCCCC3)cc12	-2%	6%	-2	-3%	-1%	10%	7%	-9	702%[activator][57.1 µM]
O=C1C2CC=CCC2C(=O)N1c1ccc(NCCc2ccccc2F)c([N+](=O)[O-])c1 (stereo not drawn)	1%	3%	-1	-6%	1%	-0.1%	-18%	-7	5%
O=C(NCCc1ccccc1F)c1cc(COc2ccc(F)cc2F)on1	2%	-9%	1	-2%	1%	/	-26%	-3	/

Molecules from the list above that contain a thiophene ring, fused or not (2):
SMILES	GRP78 ERSR act	mIDH1 inhibitor	PI4K2A block	Vif-APOBEC3F blk	Vif-APOBEC3G blk	RXFP1 ag	USP1 inh	LDHA inh	TrxR1 substrate
COC(=O)c1c(NC(=O)COC(=O)CCNS(=O)(=O)c2ccccc2)sc(C)c1C	-2%	7%	1	2%	-2%	-0.8%	-12%	0	4%
COCCOc1cc(NC(=O)c2sccc2Oc2ccc([N+](=O)[O-])cc2F)c(Cl)cc1Cl	-6%	0%	-1	-6%	1%	2.5%	-8%	-3	4%[57.1 µM]

Further compounds follow:
SMILES	GRP78 ERSR act	mIDH1 inhibitor	PI4K2A block	Vif-APOBEC3F blk	Vif-APOBEC3G blk	RXFP1 ag	USP1 inh	LDHA inh	TrxR1 substrate
Cc1ccccc1S(=O)(=O)NC(=O)C1(C)CCN1C(=O)CCc1ccc(Cl)cc1Cl (stereo not drawn)	2%	/	-4	/	-4%	/	/	-4	/
Cc1occc1C(=O)N1CCCC(N2CCN(c3cccc(C(F)(F)F)c3)CC2)C1 (stereo not drawn)	3%	10%	5	0%	-2%	-0.3%	?	-1	7%
COc1ccc(NC(=O)C2Cc3c(-c4cccc(C(C)=O)c4)ccnc3O2)cc1 (stereo not drawn)	-3%	/	-6	/	?	/	/	-1	/
COc1cccc(/C=N/NC(=S)NCCc2ccccc2)c1	0%	-2%	5	?	-4%	0.1%	-5%	-5	-9%
CCC(=O)Nc1cc(-c2nc3ccccc3s2)c(Cl)cc1Cl	0%	15%	-3	-6%	1%	-2.2%	-23%	-9	1%
CCOc1ccc2nc(Cl)c(C3CC(c4ccco4)=NN3S(C)(=O)=O)cc2c1 (stereo not drawn)	3%	-5%	5	2%	-3%	8.6%	0%	-1&-10	-4%[0.0914 µM]
Cc1ccc(SCC(=O)OCC(=O)N(C)C2CCS(=O)(=O)C2)cc1C (stereo not drawn)	-2%	-8%	-3	1%	-2%	0.5%	-20%	-2	-3%
O=[N+]([O-])c1cccc(-c2cn3nc(-c4ccccc4)c(-c4ccccc4)nc3n2)c1	-3%	0%	3	0%	-4%	0.8%	-11%	-8	3%
Cc1ccsc1CN(C)CC(=O)Nc1ccccc1C(=O)NC1CC1	-2%	-2%	-7	5%	-2%	/	-13%	-11	6%[57.1 µM]
